Bioassay records from PubChem.
Lipid storage S3 = qHTS Assay for Lipid Storage Modulators in Drosophila S3 Cells | Potency in µM for hits, for the others lipid storage change, negative = inhibition, % at the top dose, mostly 46.1 µM | AID 2685 | hit rate 0.64% among 320,000 | Drosophila S3 cells, BODIPY lipid droplet fluorescence, 18-24 h; cells fed with added oleic acid; active = well fitted inhibition curve with a large enough effect in the signal ratio, with a control signal flat, not every such curve was filed as active; inconclusive = small, poorly fitted or top-dose-only effect, or effect the other way, or a change in a side signal; the % refers to the signal ratio
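Laser-scanning cytometry quantifies lipid droplet accumulation (500–530 nm total intensity; droplet/cell object ratio) in oleic acid-fed (400 uM added) Drosophila S3 cells treated with a concentration series. 20 uM Triacsin C defined 100% inhibition.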
Lipid storage S3 cell count max = recorded beside Lipid storage S3, whose call it bears; cell number change, %; measured here: cell count max response;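 cells counted by Cell Tracker Red CMTPX staining in the red channel; peak over a dose series mostly up to 46.1 µM; percent activity relative to internal control wells on each plate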
Active calls of the source: *; i = inactive; ? = inconclusive; · = no result given. % is set by controls: 0 for no effect and ±100 for the full control effect; potency is the fitted concentration of half-maximal effect. This is a subset; rates above refer to the full screens.

SMILES | Lipid storage S3 | Lipid storage S3 cell count max
Cc1ccc(N2C(=O)CSC2c2cccnc2)cc1F (stereo not given) | ? | ·
CN1C(=O)CC(Sc2ncccc2C(=O)O)C1=O (stereo not given) | ? | ·
Cc1ccccc1OCc1nnc(SCC(=O)Nc2ccc(N3CCOCC3)cc2)n1C | -17% | -3
COc1ccccc1C(=O)NNC(=O)c1ccc(Cl)cc1 | ? | ·
CCC(Oc1ccccc1F)C(=O)NCCN1CCOCC1 (stereo not given) | ? | ·
Cn1c(N)c(C(=O)COC(=O)C2CCCC2)c(=O)n(C)c1=O | 13% | 8
O=C(Nc1nc(-c2ccccn2)cs1)c1ccc(S(=O)(=O)N2CCCCC2)cc1 | ? | ·
O=C(COC(=O)CCc1nc2ccccc2n1-c1ccccc1)Nc1cccc(Cl)c1 | ? | ·
CSCCC(NC(=O)OCc1ccccc1)C(=O)O (stereo not given) | 8% | 10
CCCCN(C)Cc1c(C)[nH]c2c(Cl)cccc2c1=O | ? | ·
CCN(CC)c1ccc(C(=O)NNC(=O)c2cccn2C)cc1 | ? | ·
O=C(OCCOc1cccc(Cl)c1)c1cc(S(=O)(=O)N2CCCCC2)ccc1N1CCOCC1 | ? | ·
Cc1nc(N2CCOCC2)nc(OCCN2CCOCC2)c1[N+](=O)[O-] | ? | ·
O=C(COC(=O)/C=C/c1ccccc1)Nc1cccnc1Cl | 14% | 10
CNc1oc(Cc2cccc3ccccc23)nc1C#N | ? | ·
CCNC(=O)/C(C#N)=C/c1c(N2CCOCC2)nc2ccccn2c1=O | ? | ·
CCS(=O)(=O)C1=NN2C(=N)/C(=C\c3ccc(OC(=O)c4ccco4)c(Br)c3)C(=O)N=C2S1 | 10% | -2
COc1ccc(/C=C2\C(=O)ON=C2c2ccccc2)cc1 | ? | ·
CC1=C(C)CC(C(=O)NCc2cccc(Cl)c2)C(C(=O)O)C1 (stereo not given) | ? | ·
CN1CCN(c2nc(-c3ccccc3)nc3c2oc2ccccc23)CC1 | ? | ·
CCN(CC)c1cccc(OCC(=O)N2c3ccccc3CC2C)c1 (stereo not given) | ? | ·
COc1ccc(C(=O)Nc2ccc(OCC(=O)N3CCOCC3)cc2)c(OC)c1OC | i | ·
COc1cccc(-c2nc(CS(=O)(=O)CC(=O)NC3CCCc4ccccc43)c(C)o2)c1 (stereo not given) | ? | ·
CC1(C)C(Cl)C(=O)C(C(=O)c2ccccc2)C(=O)C1Cl (stereo not given) | i | ·
Cc1cccc([N+](=O)[O-])c1NC(=O)COC(=O)C1CC2CCCC(C1)C2=O (stereo not given) | 23% | ·
CCCCN1C(=O)C(=O)N(CC(=O)Nc2cc(Cl)ccc2OC)C1=O | ? | ·
CC1CN(C2CC(C)(C)NC(C)(C)C2)CCC1=O (stereo not given) | ? | ·
O=c1[nH]c2ccccc2nc1/C=C(\O)c1cccs1 | ? | ·
CC(=O)c1ccc(NC(=O)C(C)Sc2n[nH]c(-c3cccnc3)n2)cc1 (stereo not given) | ? | ·
Cc1ccc(SCC(=O)Nc2ccc(-c3nnc(-c4ccco4)o3)cc2)cc1 | ? | ·
COc1ccc(Nc2nc(-c3ccccc3)nc3ccccc23)cc1S(=O)(=O)N1CCOCC1 | ? | ·
COc1ccc(N2C(=O)CCC(C(=O)O)C2c2ccc(F)cc2)cc1 (stereo not given) | -2% | 5
Cc1[nH]c(C)c(S(=O)(=O)NCCc2ccccc2)c1C(=O)N1CCCC1 | 10% | 13
CCN(C(=O)CN1CCN(c2cccc(Cl)c2)CC1)c1c(N)n(Cc2ccccc2)c(=O)[nH]c1=O | 9% | -10
O=C(c1cccnc1)N1CCN(C(=O)c2ccco2)CC1 | -3% | -13
CC(=O)N1CCc2cc(S(=O)(=O)NC(CC(C)C)C(=O)N3CCc4ccccc4C3)ccc21 (stereo not given) | -1% | -14
CN1CCN(C(=S)NC(CC(=O)c2ccccc2)c2ccccc2)CC1 (stereo not given) | -7% | 3
CCOc1cc(-c2nc(-c3ccc(OC)cc3)no2)cc(OCC)c1OCC | 0% | 7
Cc1ccccc1N=C1NC(=O)C(CO)(CO)S1 | 12% | -11
O=C(C1CCC(CNc2c(N3CCOCC3)c(=O)c2=O)CC1)N1CCN(c2ccccc2)CC1 (stereo not given) | 13% | 6
O=C(O)c1sccc1Oc1ccc(NS(=O)(=O)c2ccc(Cl)cc2)cc1 | 8% | 12
C=CCN(c1ccc(Cl)cc1)S(=O)(=O)c1cccc(C(=O)O)c1 | 6% | -7
O=C(CNC(=O)c1ccc(Br)o1)OCc1ccc(Br)cc1 | ? | ·
CCOC(=O)Cc1csc(SCn2nnc3ccccc3c2=O)n1 | ? | ·
C/C(=C\C(=O)C(F)(F)F)Nc1ccc(C(F)(F)F)cc1 | ? | ·
Cc1cc(C)nc(NS(=O)(=O)c2ccc(-n3cccc3)cc2)n1 | ? | ·
COc1ccc(C2CC(Cn3cc(C#N)c(=O)n(C)c3=O)ON2C)cc1 (stereo not given) | 12% | -4
Cc1cccc(NC(=O)CCS(=O)(=O)c2ccccc2)n1 | 9% | 4
Nc1ccn(Cc2cccc(F)c2)n1 | -2% | 15
CCOC(=O)c1ccc(CSc2n[nH]c(C)n2)o1 | ? | ·
Remaining list, next part.
SMILES | Lipid storage S3 | Lipid storage S3 cell count max
Cc1n[nH]c(C)c1S(=O)(=O)N1CCC(C(=O)Nc2cccc(F)c2)CC1 | -21% | ·
c1ccc(-c2csc(Nc3nc(N4CCOCC4)nc(N4CCOCC4)n3)n2)cc1 | 22% | ·
O=C(NCc1ccc2c(c1)OCO2)C(=O)Nc1ccccc1 | ? | ·
CCCCOC(=O)C1[C@H]2C(=O)N(CCc3ccccc3)C[C@]23C=C[C@H]1O3 (stereo not given in full) | ? | ·
O=C(CCC1CCN(C(=O)c2cccc(Cl)c2F)CC1)Nc1ccccc1 | ? | ·
CCSc1nc2ccccc2[nH]1 | ? | 14
CSC1=N/C(=C/c2cccnc2)C(=O)N1Cc1ccc(Cl)cc1 | 19% | 12
CCCCNC(=O)C(=O)NCCCn1ccnc1 | ? | ·
C=CCn1c(SCC(=O)Nc2ncc(Cc3ccc(Br)cc3)s2)nnc1-c1ccncc1 | 17% | -8
COc1ccccc1C(=O)C1CCCN(C(=O)CN2CCCCC2=O)C1 (stereo not given) | ? | ·
O=C(Nc1ccc(-c2nc3ccc(NC(=O)c4cccs4)cc3[nH]2)cc1)c1cccs1 | ? | ·
OCCC1CN(C2CCN(c3ccccc3F)CC2)CCN1Cc1ccccc1 (stereo not given) | -2% | 17
CCCS(=O)(=O)N1CCN(c2ccccn2)CC1 | 0% | 1
CCO[C@@H]1OC(C(=O)O)=C[C@H](c2ccc(Br)cc2)[C@H]1CCCO | -4% | 9
O=C(c1ccco1)N1CCN(C(=O)c2cc(-c3ccccn3)nc3ccccc23)CC1 | 17% | -19
Cc1ccnc(NC(=O)CC(c2ccccc2)c2ccccc2)n1 | ? | ·
CCn1c(=O)c(C(=O)NCc2cccnc2)c(O)c2ccccc21 | ? | ·
CCC(=O)Nc1ccc(NC(=O)c2c(C)nc3ccccn23)cc1 | ? | ·
Cc1cc(=O)[nH]c(SCc2nc3ccccc3n2Cc2ccccc2)n1 | ? | ·
CCOC(=O)c1nc(NCCc2ccccc2)sc1C | ? | ·
O=C1Nc2ccc([N+](=O)[O-])cc2OC1CCN1CCN(c2ccccc2)CC1 (stereo not given) | 1% | -13
CC(C)=CC1C=C(C)C(C)C2C(=O)NNC(=O)C12 (stereo not given) | ? | ·
COCCn1c(C)cc(C2=NNC(=NC(C)(C)C)SC2)c1C | ? | ·
O=C(CCC1COc2ccccc2O1)Nc1ccc(Cl)cn1 (stereo not given) | ? | ·
COc1ccc(S(=O)(=O)c2nnn(-c3cccc(OC)c3)c2N)cc1 | ? | ·
CC(C)(C)c1ccc(C(CC(=O)O)NC(=O)Cc2ccc(F)cc2)cc1 (stereo not given) | -4% | -9
CCn1cnc2sc(C(=O)Oc3cccc(C)c3)c(C)c2c1=O | 3% | 16
C/C(=N\Nc1ncc(Cl)cc1Cl)c1ccc(S(=O)(=O)NCc2ccco2)cc1 | ? | ·
CCc1ccc(OCCNC(=O)c2cccs2)cc1 | ? | ·
CCCCCCc1cc2cc(-c3nnc(-c4ccccc4O)o3)c(=O)oc2cc1O | ? | ·

Reprinted from the part before: 4 compounds, then new ones.
SMILES | Lipid storage S3 | Lipid storage S3 cell count max
CCn1cnc2sc(C(=O)Oc3cccc(C)c3)c(C)c2c1=O | 3% | 16
C/C(=N\Nc1ncc(Cl)cc1Cl)c1ccc(S(=O)(=O)NCc2ccco2)cc1 | ? | ·
CCc1ccc(OCCNC(=O)c2cccs2)cc1 | ? | ·
CCCCCCc1cc2cc(-c3nnc(-c4ccccc4O)o3)c(=O)oc2cc1O | ? | ·
CCOc1ncccc1C(=O)OCc1csc(CC(=O)Nc2ccccc2C)n1 | ? | ·
CCc1cccc2c(=O)c(C(=O)NCCCOC)c[nH]c12 | -10% | -9
Cc1c(NC(=O)c2ccc(F)c(S(=O)(=O)N3CCOCC3)c2)c(=O)n(-c2ccccc2)n1C | i | -17
CC1(C)CC(=O)C(CO)=C(c2cccc3ccccc23)C1=O | ? | ·
CCOC(=O)c1cc(NC(=O)c2ccc(C)cc2)c(=O)oc1C(F)(F)F | 12% | -2
Cc1nn(Cc2ccccc2Cl)c(C)c1NC(=O)CSc1n[nH]c(C)c1[N+](=O)[O-] | 0% | 0
N#Cc1cc2sc3nnc(-c4ccncc4)n3c2cc1C#N | ? | ·
N/C(=N\OC(=O)COc1ccc([N+](=O)[O-])cc1)c1ccncc1 | -19% | -28
COC(=O)[C@H](Cc1ccccc1)NC(=O)NCc1ccc(S(N)(=O)=O)cc1 | ? | ·
O=C(CSc1ncn[nH]1)NC1CC2CCC1C2 (stereo not given) | ? | ·
CCc1ccc2[nH]c(O)c(N=NC3=NC(=O)CS3)c2c1 | ? | ·
CCCCCN(C(=O)CCC(=O)OCCOc1ccccc1)c1c(N)n(CCCC)c(=O)[nH]c1=O | -7% | -8
O=C(Oc1ccc2ccc(=O)oc2c1)c1ccccc1 | 21% | 2
Cc1ccc(C(=O)OC(C)C(=O)Nc2ccc(S(N)(=O)=O)cc2)cc1S(=O)(=O)N1CCOCC1 (stereo not given) | ? | ·
COCCn1nnnc1C(c1ccccc1)N1CCN(Cc2ccc3c(c2)OCO3)CC1 (stereo not given) | ? | ·
COc1ccccc1Oc1ccc(S(=O)(=O)N2CCN(C)CC2)cc1 | ? | ·
CCn1c(N2CCN(C(=O)c3ccco3)CC2)nc2ccccc21 | ? | ·
Cc1nn(Cc2ccccc2)c(C)c1C(=O)NCCN1C(=O)S/C(=C\c2ccccc2)C1=O | ? | ·
COC(=O)c1ccccc1NCC(=O)c1ccc(OC)cc1 | ? | ·
CC(O)c1nc2ccccc2n1CC(=O)N1CCN(c2ccccc2)CC1 (stereo not given) | ? | ·
Cc1ccc(C(=O)OCC(=O)NCCc2ccccc2)cc1C | 10% | -2
CC(=O)C(C)n1cnc2scc(-c3ccc(C)cc3)c2c1=O (stereo not given) | ? | ·
COc1ccc(/C=N/NC(=O)Cc2n[nH]c(=O)[nH]c2=O)cc1 | ? | ·
O=C(COC(=O)C1(c2cccc(F)c2)CCCC1)NCc1cccs1 | 9% | 4
CC(C)NC(=O)CSc1nnc(-c2ccc(F)cc2)c2ccccc12 | ? | ·
C#CCOCCOCCOCCNc1nc(N2CCN(C(=O)C([C@@H](C)CC)n3cc(C(N)Cc4ccc(O)cc4)nn3)CC2)nc(N2CCN(C(=O)[C@H](CCC(=O)O)n3cc(C(N)CC(C)C)nn3)CC2)n1 (stereo not given in full) | -13% | 16
Cc1cc(CN2C(=O)c3ccccc3C2=O)cc(N2CCOCC2)c1 | ? | ·
CC/C(=N\NC(=O)c1ccc2c(c1)OCO2)c1ccccc1 | ? | ·
O=C(CSc1ccc(F)cc1)N1CCN(S(=O)(=O)c2ccccc2)CC1 | ? | ·
CN(C(=O)COC(=O)c1ccc(Br)o1)c1c(N)n(Cc2ccccc2)c(=O)[nH]c1=O | 7% | ·
O=C(O)c1nn2cc(CCO)cnc2c1Cl | ? | ·
CCOC(=O)c1c(C)[nH]c(C)c1S(=O)(=O)NCCc1cccs1 | i | -11
O=C(O)c1cc(N/N=C/C(Cl)=C/c2ccccc2)ccc1Cl | ? | ·
CCCCn1c(N)c(N(CCC(C)C)C(=O)C2CC(=O)N(c3ccc(OC)cc3OC)C2)c(=O)[nH]c1=O (stereo not given) | ? | ·
Cc1ccc(C(=O)Cc2cc3ccccc3oc2=O)c(C)c1 | ? | ·

Structural class: those above with a furan ring, fused or not.
SMILES | Lipid storage S3 | Lipid storage S3 cell count max
CCS(=O)(=O)C1=NN2C(=N)/C(=C\c3ccc(OC(=O)c4ccco4)c(Br)c3)C(=O)N=C2S1 | 10% | -2
CN1CCN(c2nc(-c3ccccc3)nc3c2oc2ccccc23)CC1 | ? | ·
Cc1ccc(SCC(=O)Nc2ccc(-c3nnc(-c4ccco4)o3)cc2)cc1 | ? | ·
O=C(c1cccnc1)N1CCN(C(=O)c2ccco2)CC1 | -3% | -13
O=C(CNC(=O)c1ccc(Br)o1)OCc1ccc(Br)cc1 | ? | ·
CCOC(=O)c1ccc(CSc2n[nH]c(C)n2)o1 | ? | ·
O=C(c1ccco1)N1CCN(C(=O)c2cc(-c3ccccn3)nc3ccccc23)CC1 | 17% | -19
C/C(=N\Nc1ncc(Cl)cc1Cl)c1ccc(S(=O)(=O)NCc2ccco2)cc1 | ? | ·
CCn1c(N2CCN(C(=O)c3ccco3)CC2)nc2ccccc21 | ? | ·
CN(C(=O)COC(=O)c1ccc(Br)o1)c1c(N)n(Cc2ccccc2)c(=O)[nH]c1=O | 7% | ·
